aGal spleen mod: inhibits or activates alpha-galactosidase in human spleen homogenate | human spleen homogenate, 4MU-alpha-Gal fluorescence, 40 min | Potency, µM (doses to about 80 µM), without a hit: top-dose activity change, negative = inhibition, most hits filed as inhibitors | P06280 | hit rate 0.008% among 240,000;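 also: potency is read from the fitted curve at half-maximal effect; 0% = enzyme with vehicle and -100% = no enzyme basal signal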
Target sequence (P06280 32-429 limits assumed): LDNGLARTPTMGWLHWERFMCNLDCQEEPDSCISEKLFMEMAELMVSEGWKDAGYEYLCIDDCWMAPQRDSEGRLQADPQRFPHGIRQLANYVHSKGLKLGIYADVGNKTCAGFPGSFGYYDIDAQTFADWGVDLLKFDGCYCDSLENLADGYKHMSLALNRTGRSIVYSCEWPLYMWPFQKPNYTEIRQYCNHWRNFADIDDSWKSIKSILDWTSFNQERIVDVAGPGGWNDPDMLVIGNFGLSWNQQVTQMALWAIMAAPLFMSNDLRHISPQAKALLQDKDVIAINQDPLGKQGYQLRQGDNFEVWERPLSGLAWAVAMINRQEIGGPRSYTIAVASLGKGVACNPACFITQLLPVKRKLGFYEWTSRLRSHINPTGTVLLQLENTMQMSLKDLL
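Human spleen homogenate (1 ug) as enzyme source, 4-methylumbelliferyl-alpha-D-galactopyranoside 1 mM final, citrate/phosphate pH 5.0 with 0.01% Tween-20. Compounds 40 min at 37C, NaOH/glycine stop; fluorescence Ex 365/Em 440, Hill-fit AC50.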
CBFb RUNX1 block: blocks binding between human CBF-beta and RUNX1; 230,000 tested, under 10 active; Q01196+Q13951; AlphaScreen CBFb-His/RUNX1-biotin binding, biochemical; Potency, µM (top dose mostly 59.8 µM), without a hit: at the top dose activity, negative = inhibition, usual class: inhibitors; also: % of control where 0% means no effect
Target sequence (Q01196 whole entry, looked up): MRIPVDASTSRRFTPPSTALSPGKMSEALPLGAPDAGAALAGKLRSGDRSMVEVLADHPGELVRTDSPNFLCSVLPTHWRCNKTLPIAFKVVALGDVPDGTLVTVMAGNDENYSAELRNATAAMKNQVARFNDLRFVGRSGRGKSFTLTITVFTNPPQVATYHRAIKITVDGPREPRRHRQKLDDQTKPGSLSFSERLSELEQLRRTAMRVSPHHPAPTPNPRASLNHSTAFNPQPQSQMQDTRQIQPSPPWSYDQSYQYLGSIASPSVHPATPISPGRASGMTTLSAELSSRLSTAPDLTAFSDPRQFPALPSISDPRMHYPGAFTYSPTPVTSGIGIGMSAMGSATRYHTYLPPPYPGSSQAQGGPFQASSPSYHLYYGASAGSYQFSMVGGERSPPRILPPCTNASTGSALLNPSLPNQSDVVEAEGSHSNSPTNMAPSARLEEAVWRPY
Target sequence (Q13951 whole entry, looked up): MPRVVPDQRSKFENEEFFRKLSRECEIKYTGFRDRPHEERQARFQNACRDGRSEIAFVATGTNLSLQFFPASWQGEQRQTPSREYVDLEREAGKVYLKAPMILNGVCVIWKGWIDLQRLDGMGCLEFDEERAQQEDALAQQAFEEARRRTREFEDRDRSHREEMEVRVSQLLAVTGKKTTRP
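AlphaScreen proximity signal reports loss of binding between His-tagged CBF-beta and biotin-labelled RUNX1, each at 30 nM. Proteins are pre-associated for 20 minutes, compounds added for 15 minutes, then beads for 90 minutes, all at ambient temperature.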
Tau fluor counter: counter-screen for tau fibril formation inhibitors; hit rate 0.93% among 280,000; Potency, µM (doses to about 57.7 µM), inactives show top-dose activity change, negative = decrease; AID 1463; tau K18 P301L (four-repeat tau fragment) Alexa594 fluorescence, heparin fibrillization; also: potency is read from the fitted curve at half-maximal effect; % is scaled to controls: 0 for no effect and ±100 for the full control effect; nearly all actives have a fitted effect of over 55% in size
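Human K18 P301L tau (15 uM unlabeled plus 0.24 uM Alexa 594-labeled, final) in 100 mM sodium acetate pH 7 was mixed with compound and 20 uM heparin and incubated 6 hr at 37 C.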
TRb SRC2 PPI: disrupts binding of human TR beta to SRC2; AID 1469; Potency, µM (highest dose often 106 µM), for the others: top-dose activity change, negative = inhibition, most hits filed as inhibitors; P10828; TRbeta-SRC2 peptide binding, fluorescence polarization; receptor liganded with 1 µM T3; hit rate 0.065% among 280,000;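 also: potency is read from the fitted curve at half-maximal effect; plate controls were bound peptide for no effect and peptide without receptor for full effect; nearly all actives have a fitted effect of over 50% in size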
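Human TRb ligand-binding domain (0.6 uM) is mixed with 20 nM Texas Red SRC2 peptide and 1 uM T3; after compound addition and 5 hr at ambient temperature, polarization is measured and normalized to unbound and bound controls.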
Epigenetic derep: derepresses silenced GFP reporter in murine cells; murine LDR cells, GFP reporter derepression, 30 h; Potency, µM (titrated, usually from 53.9 µM), for the others: top-dose GFP activation, most hits filed as activators; hit rate 0.2% among 280,000; also: potency is read from the fitted curve at half-maximal effect; % of control where 0% means no effect; nearly all actives have a fitted effect of over 60% in size
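Derepression of a silenced CMV-GFP reporter in murine LDR cells is scored by enumerating GFP-positive cells with a laser-scanning microplate cytometer after 30 hours of treatment at 37 C.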
TR SRC2 fluor cs: alters Texas Red total fluorescence, flagging assay interference. TRb/SRC2 Texas Red total fluorescence interference. Potency, µM (top dose mostly 106 µM), for inactives: at the top dose fluorescence change, negative = quenching. hit rate 0.29% among 280,000. AID 1479; active = well fitted curve in either direction with a large enough effect; inconclusive = small, poorly fitted or top-dose-only effect; also: potency is read from the fitted curve at half-maximal effect; % is scaled to controls: 0 for no effect and ±100 for the full control effect
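Human TRβ ligand-binding domain (0.6 uM) and Texas Red SRC2 peptide (20 nM) in Tris buffer with 1 uM T3 and 5% DMSO were incubated with pinned compound for 5 hr at ambient temperature. Total fluorescence was computed as S + 2P (555/632 nm).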
NPSR antagonist: neuropeptide S receptor (human) antagonism, cAMP; Potency, µM (doses to about 38.3 µM), inactives show top-dose activity change, negative = inhibition, actives largely listed as inhibitors; CHO-NPSR cells, cAMP TR-FRET, antagonist mode; hit rate 1% among 220,000; Q6W5P4; also: potency is read from the fitted curve at half-maximal effect; % is scaled to controls: 0 for no effect and ±100 for the full control effect; nearly all actives have a fitted effect of over 50% in size; many of its hits are not listed in these tables
Tau fibril FP: tau fibrillization inhibition (FP) | P10636 | K18 P301L tau heparin fibrillization, Alexa594 FP, 6 h | Potency, µM (titrated, usually from 57.7 µM), without a hit: at the highest dose activity, negative = inhibition, hits mostly inhibitors | hit rate 0.39% among 280,000; also: potency is read from the fitted curve at half-maximal effect; % is scaled to controls: 0 for no effect and ±100 for the full control effect; nearly all actives have a fitted effect of over 55% in size
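Human tau K18 […] P301L fragment, 15 uM unlabeled plus 0.24 uM Alexa 594-labeled tau (final), with compound and 20 uM heparin in 100 mM sodium acetate pH 7; 6 hr at 37 C, then Alexa 594 FP read.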
* = called active by the depositor; ? = inconclusive; / = not tested or not shown; & = joins results of further samples; [ ] = dose if it differs, or a comment. Unless noted, calls follow the shape of the dose curve; as a rule, active = well fitted curve in the direction sought with a large enough effect; inconclusive = small, poorly fitted or top-dose-only effect, or another doubt; inactive = no such curve, though single readings can be large; an effect the other way counts as inactive or inconclusive.

Start of the data: the first two records as a preview:
SMILES | aGal spleen mod | CBFb RUNX1 block | Tau fluor counter | TRb SRC2 PPI | Epigenetic derep | TR SRC2 fluor cs | NPSR antagonist | Tau fibril FP
CCCCSCCCNC(=O)c1c[nH]c2ccc(S(=O)(=O)Nc3cccc(OC)c3)cc2c1=O | / | / | ? | 1.0% | -1.1% | -1.1% | / | 2µM*
O=C1c2cccc3cc([N+](=O)[O-])cc(c23)C(=O)N1/N=C/c1ccc(O)cc1O | -8.4% | ? | 12.6µM*[quencher] | 1.7% | 3.0% | ? | 39.6% | -10.1%

Results (from the top)
SMILES | aGal spleen mod | CBFb RUNX1 block | Tau fluor counter | TRb SRC2 PPI | Epigenetic derep | TR SRC2 fluor cs | NPSR antagonist | Tau fibril FP
CCCCSCCCNC(=O)c1c[nH]c2ccc(S(=O)(=O)Nc3cccc(OC)c3)cc2c1=O | / | / | ? | 1.0% | -1.1% | -1.1% | / | 2µM*
O=C1c2cccc3cc([N+](=O)[O-])cc(c23)C(=O)N1/N=C/c1ccc(O)cc1O | -8.4% | ? | 12.6µM*[quencher] | 1.7% | 3.0% | ? | 39.6% | -10.1%
Cc1ccc(S(=O)(=O)N(CC(=O)N2CCOCC2)CC(=O)N2CCOCC2)cc1 | 4.0% | -2.1% | 6.2% | 8.4% | -2.0% | 0.8% | 4.5% | 14.2%
Cn1nnnc1SCCNCc1ccc(F)cc1 | / | / | -0.7% | -0.8% | 1.1% | -1.1% | / | 4.0%
CCOc1ccc(C(=S)NC2CCCCC2)cc1OC | 7.2% | 1.4% | -7.9% | -7.2% | -2.7% | -4.1% | -6.8%[46.1 µM] | -5.2%
Fc1ccccc1COc1ccc(/C=N/NC(=S)NCc2ccccc2)cc1 | -2.9% | 5.9% | -18.3% | 8.4% | 1.2% | 0.2% | -2.9%[46.1 µM] | -3.1%
Cc1cc(NS(=O)(=O)c2ccc(NC(=O)C(C(C)C)N3C(=O)c4ccccc4C3=O)cc2)nc(C)n1 (stereo not given) | 11.4% | -0.1% | 2.5% | -18.4%[53 µM] | -1.1% | 1.9%[53 µM] | -14.1%[46.1 µM] | 7.3%
CCOC(=O)C1=C(C)Nc2ncnn2C1c1cc(Br)ccc1F (stereo not given) | -7.1% | 0.3% | -7.6% | -6.0% | -1.9% | -0.6% | -17.5%[46.1 µM] | -2.1%
COc1cccc(N2CCN(c3ncnc4c3nc3n4CCCCC3)CC2)c1 | / | / | -19.6% | -1.4% | -0.4% | ? | / | 5.1%
O=S(=O)(Nc1nc2c(s1)CCCC2)c1ccc(F)cc1 | -3.4% | -5.1% | -3.5% | -8.0% | 2.8% | -0.6% | -14.3%[46.1 µM] | 8.0%
COc1c2occc2c(OC)c2c(=O)cc(C)oc12 | -13.3% | 20.5% | -11.8%&-7.6% | 12.5% | 17.8% | -2.6% | 21.1% | -4.0%&-11.6%
COc1ccc(CCNCC(=O)N2C(C)CCCC2C)cc1OC (stereo not given) | 8.0% | 8.8% | 0.0% | 2.4% | -1.7% | -1.4% | 7.1% | -0.2%
CSc1ccc(C2c3c(oc4ccc(F)cc4c3=O)C(=O)N2c2ccc(C)cn2)cc1 (stereo not given) | / | / | -15.1% | 3.0% | ? | 7.0% | / | -9.2%
Cn1c(S(=O)(=O)Cc2ccc(Cl)cc2)nc2ccccc21 | 1.9% | -1.3% | -9.8% | -0.7%[53 µM] | 1.6% | 1.2%[53 µM] | 15.2% | 0.7%
CN1CCCC1=Nc1c2c(nc3ccccc13)N(C)CC2 | 11.2% | 1.4% | 8.0% | -5.5% | -1.2% | -1.1% | 12.4% | 0.0%
CC(=O)O[C@H]1C2=CO[C@H](C)[C@H]3[C@H]4C5=C([C@H](O)[C@H]6O[C@@H]6C5=O)[C@H](O[C@H]4C)[C@@]23C(=O)[C@H]2O[C@@H]21 | -2.8%[17.5 µM] | 12.6%[13.1 µM] | -9.1%[11.6 µM] | 1.1%[11.2 µM] | 18.2%[10.1 µM] | -1.8%[11.2 µM] | / | ?
COc1cc(C)ccc1OCCCOc1c(Cl)cccc1Cl | 2.2% | -9.5% | 1.6% | 6.0% | 2.2% | -2.0% | -8.2% | 6.3%
CCOC(=O)Cc1cc(=O)[nH]c(Nc2nc3ccccc3o2)n1 | -16.7% | -1.6% | -21.1% | -12.0% | -1.8% | -5.5% | -19.4%[46.1 µM] | -6.1%
C/C(=N\NC(=S)NCc1ccccc1)c1ccc(C#N)cc1 | -2.6% | 5.1% | -18.2% | 1.8% | 3.1% | 0.3% | -34.4% | -13.8%
COc1ccccc1NC(=O)CC1C(=O)NCCN1C(=O)Nc1ccc(Cl)c(Cl)c1 (stereo not given) | 7.2% | -1.7% | -22.6% | 1.1% | -1.1% | 2.2% | ? | -10.8%
COc1ccccc1-n1c(=O)oc2ccc(Cl)cc2c1=O | 10.8% | 7.9% | -15.0% | 10.2% | -1.1% | 0.0% | -5.6%[46.1 µM] | 5.1%
O=C(CN1CCCCCC1)Nc1ccccc1F | 3.1% | 14.2% | 4.4% | -20.1% | 0.0% | -1.4% | 6.2%[46.1 µM] | 9.4%
O=C(CCC(=O)OCC(=O)c1ccc(-c2ccccc2)cc1)Nc1cccc(Cl)c1 | 6.9% | 0.7% | 2.8% | 1.2% | -2.0% | -2.7% | 7.8%[46.1 µM] | 0.7%
CCOC(=O)N1CCN(c2nc3ccccc3n3cnnc23)CC1 | -2.0% | 12.3% | 0.3% | -0.1% | 0.1% | 4.3% | 7.3% | -1.9%
Cc1ccc(CNC(=O)NC2CCCCC2)cc1 | 26.3% | 1.0% | -1.8% | -13.8% | -4.1% | -1.4% | -4.5%[46.1 µM] | 2.5%
New compounds follow:
SMILES | aGal spleen mod | CBFb RUNX1 block | Tau fluor counter | TRb SRC2 PPI | Epigenetic derep | TR SRC2 fluor cs | NPSR antagonist | Tau fibril FP
N=C1C(c2ccc(Br)cc2)=C(O)C2CCc3ccccc3N12 (stereo not given) | 7.4% | 6.5% | -8.7% | -3.4% | 0.7% | -0.6% | ? | 1.2%
CCCOc1ccc(C(=O)N2CCN(c3ccc(NC(=O)CC)cc3Cl)CC2)cc1 | -4.6% | -4.0% | ? | -1.1% | -1.1% | -7.6% | ? | 9.0%
CCOC(=O)C1=C(C)NC(c2cccs2)C(=O)N1 (stereo not given) | -4.5% | 6.5% | 1.0% | -5.2% | -0.9% | -4.7% | 7.4% | 2.4%
O=C(NCc1ccccc1)Nc1cccn(Cc2ccccc2)c1=O | 5.6% | -4.5% | -3.1% | 5.8% | 0.0% | -0.3% | 7.4% | 7.1%
O=C(c1ccccc1)N1CCC(c2nc3c(nnn3Cc3ccco3)c(=O)[nH]2)CC1 | 6.3% | -4.2% | 1.8% | 3.1% | 0.8% | 2.5% | -3.7%[46.1 µM] | 4.0%
COc1ccc(Nc2ncnc3c2cnn3-c2ccc(C)cc2C)cc1 | / | / | ? | 2.1% | 2.1% | -2.7% | / | ?
CC(C)NC(=O)Cc1ccc(Br)cc1 | 1.2% | -1.9% | -0.6% | -2.0% | 0.0% | -0.6% | -12.4%[46.1 µM] | 1.8%
CC(/C=N/NC(=O)Cc1cccs1)=C\c1ccccc1 | 0.6% | 8.4% | -10.5% | -2.6% | 6.0% | -0.4% | -3.1% | -5.3%
CCCC(c1nnnn1C1CCCC1)N1CCN(c2ccccc2F)CC1 (stereo not given) | -5.0% | 5.7% | -5.9% | -2.2% | -1.6% | 1.0% | -20.8%[46.1 µM] | 3.5%
CC(C)NC(=O)c1ccccc1NC(=O)C1COc2ccccc2O1 (stereo not given) | 0.4% | 6.6% | -2.7% | -16.3% | -2.0% | -1.8% | 3.5%[46.1 µM] | -4.3%
CN(C)C(=O)c1nc2ccc(Cl)cn2c1CNCc1ccccc1OC(F)(F)F | 2.7% | 10.3% | -4.0% | 2.9% | -0.1% | 0.0% | 12.4% | -13.0%
O=C(NCc1ccc2c(c1)OCO2)C1CCN(S(=O)(=O)N2CCOCC2)CC1 | -12.4% | 5.5% | -0.7% | -3.8% | 0.9% | 0.4% | 8.8% | 1.5%
O=C(CSc1nnc(NC(=O)c2ccco2)s1)NC1CCCC1 | 18.1% | 1.9% | 9.0% | 2.3% | -1.1% | -2.3% | ? | 2.1%
COCCN1Cc2cc3cc(C)ccc3nc2SC1=Nc1cccc(OC)c1 | -12.2% | 5.4% | ? | 0.9% | 3.9% | 1.2% | -41.2% | -7.4%
Cn1cnc2cc(NC(=O)c3ccc(Cl)cc3)ccc21 | -8.1% | 1.0% | -4.3% | -3.4% | 0.0% | -2.2% | 12.6%[46.1 µM] | -5.6%
CCOc1ccc(Nc2nc(NCC3CCCO3)c3ccccc3n2)cc1 (stereo not given) | ? | 4.7% | ? | 3.8% | -2.4% | -0.5% | ? | ?
O=C(NNC(=S)Nc1ccccc1)NNC(=S)Nc1ccccc1 | -3.7% | -5.5% | 5.9% | -12.7% | 1.3% | -5.7% | 8.3% | 2.5%
CCCc1c(O)nc(SCC(=O)O)[nH]c1=O | 3.8% | 0.8% | -11.1% | 1.6% | 0.2% | -2.4% | -13.5% | -3.9%
COc1ccc(S(=O)(=O)Nc2c(C(=O)O)[nH]c3ccccc23)c(OC)c1 | 9.6% | -3.5% | -16.7% | 3.8% | -0.7% | -0.9% | -7.7%[46.1 µM] | -6.6%
CCOC(=O)c1c(-c2ccc(C)o2)csc1NC(=O)CN1CCOCC1 | 1.2% | 0.9% | -15.4% | 0.5% | -1.6% | -1.4% | -12.9%[46.1 µM] | 3.6%
C/C=C/C(=O)N1CC2(CC(c3cccc(NC(=O)CC(c4ccccc4)c4ccccc4)c3)=NO2)C[C@H]1C(N)=O (stereo not given in full) | 13.0% | 10.7% | 6.6% | -2.9% | -3.2% | -3.0% | -5.3% | 8.7%
CC(C)CO/N=C1/C[C@@H](O)[C@@H](O)[C@@H]2[C@@H]3C(=O)N(Cc4ccccc4)C(=O)[C@H]3CC[C@H]12 | -0.2%[17.5 µM] | 14.8%[13.1 µM] | -5.5%[11.6 µM] | 4.4%[11.2 µM] | 0.0%[10.1 µM] | 1.8%[11.2 µM] | / | -13.9%[11.6 µM]
COc1cc(/C=C(\C#N)c2nc3ccccc3n2C)cc(OC)c1OC | / | / | -5.0% | 1.2% | 5.8% | -13.9% | / | 0.3%

Compound activity: PubChem, National Center for Advancing Translational Sciences (NCATS)

Only part of the results is shown; rates above refer to the full screens.
